Screening results deposited in PubChem by National Center for Advancing Translational Sciences (NCATS).
GFP derepression – qHTS Assay for Epigenetic Modulators. mouse C127i GFP locus derepression, cytometry, 30 h. Potency, µM (doses to about 46.1 µM), inactives show at the top dose GFP derepression (activation). actives 0.09% (n = 68,000); note: % of control where 0% means no effect
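Read-out is the number of GFP-positive cells, scored as fluorescent objects 20 to 120 um wide, reflecting derepression of a silenced CMV-GFP reporter in murine C127i cells after 30 h compound exposure at 37 C.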
Hsp90 Hop PPI – qHTS Assay for Disrupters of an Hsp90 Co-Chaperone Interaction; actives 0.44% (n = 71,000); Potency, µM (highest dose often 57 µM), for the others: at the highest dose activity change, negative = inhibition; AlphaScreen TPR2A-His6 binding biotin-Hsp90 C-terminal peptide; Hsp90 C-terminal peptide / TPR2A (Hop) interaction, human; AID 595, 2007; active = well fitted curve in either direction with a large enough effect; inconclusive = small, poorly fitted or top-dose-only effect, or another doubt; note: potency is the fitted concentration of half-maximal effect; % is set by controls: 0 for no effect and ±100 for the full control effect; many of its hits are not listed in these tables
HADH2 inhib – qHTS Assay for Inhibitors of HADH2 (Hydroxyacyl-Coenzyme A Dehydrogenase, Type II); recombinant HADH2, NADH fluorescence, beta-hydroxybutyryl-CoA; Potency, µM (series often up to 57.1 µM), for the others: at the highest dose activity change, negative = inhibition, actives largely listed as inhibitors; actives 3.4% (n = 73,000); note: potency is the fitted concentration of half-maximal effect; % is set by controls: 0 for no effect and ±100 for the full control effect; nearly all actives have a fitted effect of over 60% in size; many of its hits are not listed in these tables
Target sequence (Q99714 whole entry, looked up, one chain of several): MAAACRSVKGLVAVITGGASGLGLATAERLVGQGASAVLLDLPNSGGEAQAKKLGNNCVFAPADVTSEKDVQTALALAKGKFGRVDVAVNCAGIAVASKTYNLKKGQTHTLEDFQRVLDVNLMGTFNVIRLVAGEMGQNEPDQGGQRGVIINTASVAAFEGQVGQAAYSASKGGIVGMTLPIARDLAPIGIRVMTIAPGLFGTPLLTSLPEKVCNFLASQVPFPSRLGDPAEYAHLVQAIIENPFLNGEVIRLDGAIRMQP
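Activity measured as NADH fluorescence gain (360/450 nm), taken as the change between first and last reads of a 4-min kinetic run. Conditions: pH 9.0 Tris buffer, 20 nM E. coli-expressed His-tagged enzyme, 1 mM NAD+, 90 uM beta-hydroxybutyryl-CoA; 15-min compound preincubation.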
Ub-GFP proteasome – Ubiquitin-GFP Assay; Ubiquitin-GFP reporter cells, proteasome inhibition, GFP fluorescence; response scale: untreated = 0%, 10 µM MG-132 = 100%; Potency, µM (doses to about 45.9 µM), for inactives: at the top dose activation (GFP accumulation), usual class: activators; 67,000 tested, under 10 active; active = well fitted activation curve with a large enough effect, not every such curve was filed as active; inconclusive = small, poorly fitted or top-dose-only effect, or another doubt; inactive = no such curve, though single readings can be large or run the other way; note: potency is the fitted concentration of half-maximal effect
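U2OS Ub(G76V)-GFP reporter; O/N plating, 0.5% FBS; cpd 46 uM–2.9 nM, 4 h, 37 °C; GFP+ cell count, 488/515 nm; norm. to basal vs 10 uM MG-132; CRC fit.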
Fluorescein autfl – qHTS Assay for Spectroscopic Profiling in Fluorescein Spectral Region. Compound autofluorescence, 480/540 nm, fluorescein-equivalent; hits give high values. max fluorescein-equivalent concentration, M. actives 0.91% (n = 59,000); in the data active = max fluorescein-equivalent concentration above about 10 nM; inconclusive = between about 1.1 nM and that limit
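Autofluorescence profiling; 100 mM Tris, pH 8.0; incubation 15 min at RT; ex/em 480/540 nm; result as fluorescein-equivalent concentration.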
4-MU autofl – qHTS Assay for Spectroscopic Profiling in 4-MU Spectral Region. max dye-equivalent concentration, M. AID 589, 2007. actives 11% (n = 59,000). compound autofluorescence, 340/450 nm, 4-MU equivalents; hits give high values; in the data active = max dye-equivalent concentration above about 10 nM; inconclusive = mostly about 1.1 nM to 9.6 nM
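Compounds in 100 mM Tris, pH 8.0, sat 15 min at room temperature before fluorescence was read at 340 nm excitation/450 nm emission; a per-plate six-point 4-MU standard curve converted signals to dye-equivalent concentration at each compound concentration.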
Rhodamine fluor – qHTS Assay for Spectroscopic Profiling in Rhodamine Spectral Region; Rhodamine-region fluorescence, 547/598 nm, Tris buffer; hits give high values; max dye-equivalent concentration, M; actives 0.05% (n = 59,000); AID 594, 2007; in the data active = max dye-equivalent concentration above about 11 nM; inconclusive = between about 1.1 nM and that limit
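qHTS spectral profiling of compounds without any target or enzyme present, in pH 8.0 Tris buffer; plates were read after a 15-minute room-temperature incubation using the rhodamine-region filter set.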
15-hLO inh – qHTS Assay for Inhibitors of 15-hLO (15-human lipoxygenase); Polyunsaturated fatty acid lipoxygenase ALOX15 (Homo sapiens), P16050; AID 887, 2007; purified 15hLO-1, xylenol orange hydroperoxide absorbance; actives 1.4% (n = 74,000); Potency, µM (titrated, usually from 57.1 µM), without a hit: at the highest dose activity change, negative = inhibition, most hits filed as inhibitors; note: potency is the fitted concentration of half-maximal effect; % is set by controls: 0 for no effect and ±100 for the full control effect; nearly all actives have a fitted effect of over 55% in size
Target sequence (P16050 whole entry, looked up): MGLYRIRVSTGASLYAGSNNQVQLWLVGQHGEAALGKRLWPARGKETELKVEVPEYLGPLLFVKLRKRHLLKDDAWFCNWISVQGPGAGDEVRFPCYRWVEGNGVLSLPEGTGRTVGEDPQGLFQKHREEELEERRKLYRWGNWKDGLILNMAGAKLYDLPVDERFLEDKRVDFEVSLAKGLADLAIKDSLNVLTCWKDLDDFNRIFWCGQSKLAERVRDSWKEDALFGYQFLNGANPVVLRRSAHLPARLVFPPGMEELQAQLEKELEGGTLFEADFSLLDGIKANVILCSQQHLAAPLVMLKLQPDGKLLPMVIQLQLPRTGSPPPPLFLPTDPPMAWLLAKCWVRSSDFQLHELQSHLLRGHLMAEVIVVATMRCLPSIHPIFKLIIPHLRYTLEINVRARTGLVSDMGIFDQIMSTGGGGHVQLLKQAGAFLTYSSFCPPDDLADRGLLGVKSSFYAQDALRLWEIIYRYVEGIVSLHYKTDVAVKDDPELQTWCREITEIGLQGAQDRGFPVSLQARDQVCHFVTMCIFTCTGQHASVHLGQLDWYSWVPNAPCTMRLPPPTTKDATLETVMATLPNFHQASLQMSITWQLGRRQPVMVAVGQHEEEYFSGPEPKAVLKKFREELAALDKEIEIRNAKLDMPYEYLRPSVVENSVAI
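Purified human 15hLO-1 (40 nM) in 25 mM Hepes pH 7.5, 0.01% Triton X-100, preincubated 15 min RT with compound, then 50 uM arachidonic acid for 6 min. Hydroperoxide read by ferrous/xylenol orange, 30 min; 573/405 nm absorbance ratio gave progress.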
DNA Pol III inh – qHTS Assay for Inhibitors of DNA Polymerase III Holoenzyme System; AID 603, 2007; Potency, µM (series often up to 57.1 µM), for the others: at the highest dose activity change, negative = inhibition; actives 0.25% (n = 71,000); reconstituted DNA polymerase III holoenzyme replication, biochemical; note: potency is the fitted concentration of half-maximal effect; % is set by controls: 0 for no effect and ±100 for the full control effect
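Reconstituted *E. coli* holoenzyme (0.35 nM Pol III, 1 nM beta, 154 nM SSB, 2 nM primase) was preincubated with compound for 15 min at RT. Synthesis on 1.4 nM ssM13Gori ran 35 min, then was stopped with PicoGreen/EDTA and read as dsDNA fluorescence.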
Texas Red fluor – qHTS Assay for Spectroscopic Profiling in Texas Red Spectral Region. actives 0.06% (n = 59,000). Compound fluorescence, Texas Red channel, 547/618 nm; hits give high values. max dye-equivalent concentration, M. AID 587, 2007; in the data active = max dye-equivalent concentration above about 10 nM; inconclusive = between about 1.1 nM and that limit
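Dye-equivalent concentrations come from scaling compound signal (ex 547, em 618 nm) to six Texas Red standard concentrations run on every plate, after 15 min room-temperature incubation in pH 8.0 Tris (100 mM).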
HBB splice mod – qHTS Assay for Modulators of Hemoglobin Beta Chain Splicing | HBB splicing reporter cell assay, activation; EGFP reporter with mutant IVS2-654 intron; response scale: normalised to 500 nM splice-correcting PNA | Potency, µM (highest dose often 46.1 µM), for the others: at the top dose activation, hits mostly activators | actives 0.06% (n = 65,000) | AID 925, 2007; note: potency is the fitted concentration of half-maximal effect; 0% is about no effect
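Compounds were applied for 2 days to HeLa EGFP-654 cells, 500/well in Optimem with 2% FCS. The reporter's EGFP is disrupted by mis-splicing of beta-globin intron IVS2-654. Readout: summed well GFP fluorescence from 488 nm laser scanning; reference was 500 nM antisense […] 654 PNA.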
Active calls of the source: *; i = inactive; ? = inconclusive; · = not tested or not shown; [ ] = remark or other dose. Unless noted, calls come from the whole dose curve; as a rule, active = well fitted curve in the direction sought with a large enough effect; inconclusive = small, poorly fitted or top-dose-only effect, or another doubt; inactive = no such curve, though single readings can be large; an effect the other way counts as inactive or inconclusive. An excerpt (hit frequency here may not be typical).

Compound	GFP derepression	Hsp90 Hop PPI	HADH2 inhib	Ub-GFP proteasome	Fluorescein autfl	4-MU autofl	Rhodamine fluor	15-hLO inh	DNA Pol III inh	Texas Red fluor	HBB splice mod
O=C(CCCn1c(=S)[nH]c2ccc(Br)cc2c1=O)N1CCN(c2ccccn2)CC1	1%	-11%	?	-5%	i	i	i	-21%	-2%	?	3.2%
COc1ccc(C(=O)Nc2ccc(S(=O)(=O)Nc3onc(C)c3C)cc2)cc1OC	-1%	0%	1%	-5%	?	i	i	5%	-3%	?	-3.5%
COCCCNC(=O)CC(NS(=O)(=O)c1ccc(Cl)cc1)c1ccco1 (stereo unspecified)	13%	1%	-7%	3%	i	i	i	15%	-3%	i	1.4%
COC(=O)c1cc(C(=O)OC)n(Cc2ccc(F)cc2)n1	-3%	-2%	10%	-7%	i	i	i	0%	-6%	?	1.8%
O=C1N(Cc2ccccc2)CCCC12CCCN(Cc1ccccc1)C2=O	0%	-3%	0%	6%	·	·	·	2%	-4%	·	-0.8%
O=C(O)c1cccc([N+](=O)[O-])c1	·	3%	-2%	·	·	·	·	8%	-2%	·	0.1%
O=C(Cc1c(F)cccc1Cl)NCC1CCCO1 (stereo unspecified)	2%	-3%	7%	8%	?	i	i	4%	-3%	i	0.9%
O=C(O)c1ccccc1NC(=O)C1CCCO1 (stereo unspecified)	0%	-2%	3%	0%	i	i	i	-2%	-2%	i	0.9%
Cc1ccc(-c2nnc(SCC(=O)Nc3ccccc3N3CCOCC3)o2)cc1	-2%	0%	11%	1%	?	i	i	-8%	0%	i	0.3%
O=C(CSc1nnc(NC(=O)C2CC2)s1)Nc1ccc(F)cc1	0%	-1%	-7%	-1%	i	i	i	4%	-1%	i	0.1%[57.5 µM]
O=c1c(-c2ccc(F)cc2)nc2cnc(Oc3ccccc3)nc2n1Cc1cccs1	0%[9.22 µM]	-5%	-4%	-6%	i	?	i	7%	-5%	i	-1.5%
Cc1ccc(C(=O)Cn2c(N3CCOCC3)nc3c2c(=O)n(C)c(=O)n3C)cc1	2%	-1%	13%	-2%	i	i	i	9%	0%	i	-4.4%
O=C(Nc1cnn(Cc2ccc(Cl)cc2Cl)c1)c1cc(-c2cccs2)on1	4%	2%	-2%	-10%	i	i	i	-13%	4%	i	-2.1%
O=C1NCCCC1C(=O)Nc1ccccn1 (stereo unspecified)	4%	-3%	13%	·	i	?	i	4%	-14%	i	1.1%[0.369 µM]
O=C(c1ccc2c(=O)n(Cc3ccco3)c(=S)[nH]c2c1)N1CCN(c2ccccc2)CC1	2%	-20%	-11%	-12%	i	i	i	-19%	6%	i	-1.5%

(listing goes on)
Compound	GFP derepression	Hsp90 Hop PPI	HADH2 inhib	Ub-GFP proteasome	Fluorescein autfl	4-MU autofl	Rhodamine fluor	15-hLO inh	DNA Pol III inh	Texas Red fluor	HBB splice mod
CSc1ccccc1NC(=O)c1ccoc1C	2%	-2%	2%	1%	i	i	i	-17%	-1%	i	-1.9%
Cc1cccc2cc(CN(Cc3cccnc3)C(=O)c3ccncc3)c(=O)[nH]c12	2%	-4%	1%	6%	?	?	i	-18%	-7%	i	-3.9%[57.5 µM]
Cc1scc(C(=O)N2CCN(S(C)(=O)=O)CC2)c1-c1ccccc1	2%	-12%	0%	2%	?	i	i	-6%	-5%	i	-0.8%
CN(CP(=O)(O)CCc1ccccc1)S(C)(=O)=O	5%	-4%	-3%	-9%	·	·	·	-6%	5%	·	-0.1%
O=C(O)c1ccc2c(c1)N(Cc1ccccc1F)C(=O)c1ccccc1S2=O (stereo unspecified)	·	-5%	-10%	6%	·	·	·	-4%	-6%	·	-0.4%
COc1ccc(CCCO[C@@H](Cn2ccnc2)c2ccc(OC)cc2)cc1	0%	-15%	11%	4%	·	·	·	-12%[25.6 µM]	-3%	·	·
Cc1ccccc1-c1nc(CS(=O)(=O)CC(=O)NCCCN2CCCC2=O)c(C)o1	0%	-2%	9%	0%	·	·	·	5%	4%	·	-0.8%
c1ccc2c(c1)OCC(CNc1ncnc3nc[nH]c13)O2 (stereo unspecified)	·	1%	-15%	-4%	·	·	·	-2%	2%	·	0.6%
COCCn1c(=O)c(CCc2ccccc2)nc2cnc(N3CCOCC3)nc21	0%[9.22 µM]	6%	29%	2%	i	?	i	-5%	-8%	i	1.6%
COc1ccc(-n2nc(C(=O)NCC(=O)NCC3CCCO3)c3ccccc3c2=O)cc1 (stereo unspecified)	1%	-2%	-3%	-2%	i	?	i	5%	-2%	i	-3.6%
CCOC(=O)N1CCC(Nc2c(OCC)c(=O)c2=O)CC1	·	-2%[2.3 µM]	-3%	-12%	·	·	·	6%	-10%	·	-0.5%
CCc1nc(-c2ccc(-c3ccc(OC)cc3)nc2OC)no1	-3%	26%	-142%	0%	i	5.1e-08M*	i	-9%	-6%	i	-0.3%[57.5 µM]
COc1ccc(C(=O)N(CN2CCCC2=O)c2ccc(C)cc2)cc1	0%	2%	1%	2%	?	i	i	-6%	-6%	i	-5.6%[57.5 µM]
C/C(Cl)=C/CN1C(=O)C2C3C=CC(C3)C2C1=O (stereo unspecified)	3%	-3%	7%	-6%	i	i	i	-1%	-6%	?	-0.8%
NNC(=O)c1ccc[n+](CCc2ccccc2)c1	-3%[9.22 µM]	-4%[11 µM]	8%[11.4 µM]	-2%[9.17 µM]	?	i	i	9%[11.4 µM]	-10%[11.4 µM]	i	2.3%[9.22 µM]

Remaining list, next part
Compound	GFP derepression	Hsp90 Hop PPI	HADH2 inhib	Ub-GFP proteasome	Fluorescein autfl	4-MU autofl	Rhodamine fluor	15-hLO inh	DNA Pol III inh	Texas Red fluor	HBB splice mod
O=C(CCn1nnc2ccccc21)Nc1nnc(COc2ccc(F)cc2)s1	0%	-6%	5%	-3%	i	i	i	-6%	1%	i	·
CC1CN(C(=O)C(C)N2C(=O)c3ccccc3C2=O)CC(C)O1 (stereo unspecified)	-3%	-7%	1%	5%	i	?	i	7%	6%	i	1.2%
O=C(c1ccco1)N1CCN(c2cccc(Cl)c2)CC1	11%	-1%	-4%	-6%	·	·	·	-16%	-4%	·	-0.4%[9.22 µM]
O=C(NCCCN1CCCC1=O)c1cccnc1	9%	?	-1%	0%	i	i	i	3%	-18%	i	8.5%
CN(C)CCCN1C(=O)C(O)=C(C(=O)c2cc3ccccc3o2)C1c1ccccc1 (stereo unspecified)	-4%[20.6 µM]	·	·	·	i	i	i	·	·	i	·
COc1ccc(-n2c(CNC(=O)c3cc(OC)c(OC)c(OC)c3)n[nH]c2=S)cc1	4%	-1%	-13%	-8%	?	i	i	6%	0%	i	-0.9%
CCOC(=O)C1=C(C)NC(C)=C(C(=O)OCC)C1c1cc2ccc(C)cc2[nH]c1=O	0%	5%	14%	-1%	i	1.1e-08M*	i	4%	-4%	i	-0.3%[57.5 µM]
COc1cc(C(=O)N(CCCO)Cc2cc3ccc(C)c(C)c3[nH]c2=O)cc(OC)c1OC	2%	1%	-2%	-4%	i	i	i	7%	-6%	i	-0.1%[57.5 µM]
CC(CC(=O)Nc1ccncc1)c1ccccc1 (stereo unspecified)	0%	-4%	6%	-12%	i	i	i	9%	-8%	?	1.5%
CC1(C)CCCC2=C1CC1C(=O)N(O)C(=O)C1C2 (stereo unspecified)	5%	-4%	-1%	-11%	·	·	·	6%	1%	·	-3.5%
CNC(=O)c1ccccc1NC(=O)c1c(O)c2c([nH]c1=O)CCCC2	0%	-7%	0%	2%	?	i	i	-7%	-3%	?	-2.7%
COc1ccc(CNC(=O)CCCNS(=O)(=O)c2cccc3nonc23)cc1	2%	-2%	-6%	-2%	i	i	i	-2%	3%	i	0.2%
CCn1c(SCC(=O)Nc2ccc(NC(C)=O)cc2)nnc1C1CC1	1%	-3%	-4%	-1%	?	i	i	5%	-3%	?	-1.4%

3 of the entries above in order of their number in GFP derepression, falling:
| canonical_smiles | GFP derepression |
| --- | --- |
| COc1cc(C(=O)N(CCCO)Cc2cc3ccc(C)c(C)c3[nH]c2=O)cc(OC)c1OC | 2% |
| CCn1c(SCC(=O)Nc2ccc(NC(C)=O)cc2)nnc1C1CC1 | 1% |
| CNC(=O)c1ccccc1NC(=O)c1c(O)c2c([nH]c1=O)CCCC2 | 0% |
